# Peg3 prom inh: reduces Peg3 promoter-driven luciferase expression in HeLa; HeLa PEG-Prom luciferase reporter, luminescence, overnight; 1.7% of 360,000 active; inhibition, % at 20 µM;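 active = inhibition of at least 50% at 20 µM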
# CF NFkB inh: cystic fibrosis NF-kB activation inhibition; KKLEB NF-kB-GFP reporter, PAF-induced, GFP fluorescence overnight; inhibition, % at 5 µM; 0.86% of 360,000 active; AID 588850;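 active = at least 50% inhibition at 5 µM, scaled per plate between neutral and stimulator controls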;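 also: PAF is a Pseudomonas aeruginosa culture filtrate used as stimulus; plate controls were PAF-stimulated DMSO wells for no effect and unstimulated DMSO wells for full effect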
# NR2E3 ag-1: agonists of human nuclear receptor NR2E3 | Q9Y5X4 | GST-NR2E3/biotin-RetCOR TR-FRET, 1536-well | inhibition of corepressor binding, % at 4.78 µM | 0.12% of 320,000 active | AID 2300;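 active = percent inhibition above the cutoff of mean plus 3 SD of all tested compounds, set per screening campaign, cut at about 20% in these data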;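 also: 0% = DMSO wells and 100% = biotin wells as full block of FRET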
# Target sequence (Q9Y5X4 whole entry, looked up): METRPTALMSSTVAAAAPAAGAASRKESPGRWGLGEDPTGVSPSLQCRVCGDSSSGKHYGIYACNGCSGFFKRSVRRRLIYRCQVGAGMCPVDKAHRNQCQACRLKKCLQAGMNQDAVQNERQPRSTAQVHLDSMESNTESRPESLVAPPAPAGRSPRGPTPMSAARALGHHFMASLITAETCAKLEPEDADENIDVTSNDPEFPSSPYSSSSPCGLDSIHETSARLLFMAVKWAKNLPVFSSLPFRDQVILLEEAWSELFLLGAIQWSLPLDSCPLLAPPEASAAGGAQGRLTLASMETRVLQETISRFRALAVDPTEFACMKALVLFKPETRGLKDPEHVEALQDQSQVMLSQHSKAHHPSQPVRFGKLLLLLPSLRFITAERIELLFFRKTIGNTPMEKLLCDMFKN
#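 Test system: GST-NR2E3 and biotin-RetCOR proteins | Quantity: 1.35 nM GST-tagged NR2E3 final | Medium: Tris pH 7.5 | Also added: 7 nM biotin-RetCOR | Dosing: Compound at 4.8 µM, single dose | Timing: 5 h at 4 °C | Detection: Time-resolved FRET | Read-out basis: Percent inhibition | Benchmarks: Biotin wells as high control, 0.6% DMSO wells as low control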
# hiPSC survival: hiPSC single-cell survival enhancement. ATPlite luminescence; 100% = ROCK inhibitor wells, 0% = DMSO. survival enhancement, % at 20 µM. 0.044% of 360,000 active. AID 602274; in the data active = survival enhancement above about 18%;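 also: cells exposed to compounds for 16 hours before the ATP read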
# TRPM1 prom inh: inhibitors of MITF-driven TRPM1 promoter in melanoma cells | SK-MEL-5 TRPM1 promoter luciferase, 24 h | inhibition, % at 12.5 µM | 0.83% of 330,000 active;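 active = mean inhibition across replicates of 60% or more, whatever share of single replicates reaches that level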; also: values of inactives mirror those of a sister screen read the other way
# TWEAK-Fn14 inh: TWEAK-Fn14 signaling inhibition | TWEAK-stimulated Fn14 reporter cells, luciferase luminescence, 8 h | inhibition, % at 10 µM | 2% of 360,000 active; in the data active = inhibition above about 50%
# Shn3 3UTR inh: Schnurri-3 reporter inhibition in Clone20 osteoblasts; AID 588674; Clone20 osteoblast Shn3 3'UTR firefly luciferase, 24 h; inhibition, % at 12.5 µM; 0.52% of 360,000 active;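 active = mean inhibition of at least 75% with every replicate also reaching 75%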;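 also: 0% = median of neutral control wells and 100% = pilot-screen positive control compound; some compounds past the cut are filed as inactive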
# aDG glyco up: alpha-DG glycosylation activation | Pro5-aDG cells, alpha-DG glycosylation AlphaScreen (IIH6); 0% Pro5, 100% B10-LARGE cell signal | activation, % at 10 µM | 0.22% of 360,000 active | AID 624168;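 active = activation of at least 8% versus controls, or a plate z-score of at least 8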;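 also: Pro5 are CHO cells carrying HIG-tagged alpha-DG that lacks glycosylation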
# NR2E3 ag-2: activates human NR2E3 receptor | Q9Y5X4 | CHO-S Gal4-NCOR/VP16-NR2E3 two-hybrid, luciferase | inhibition of corepressor binding, % at 3.98 µM | 0.35% of 360,000 active | AID 602229;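 active = inhibition above the mean of all tested compounds plus 3 SD, cut at about 70% in these data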;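 also: 0% = DMSO with NR2E3 transfected cells and 100% = cells lacking NR2E3 construct; higher means lower luciferase signal from less NR2E3 corepressor binding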
# KKLEB cytotox: counter-screen for CF NF-kB inhibitors: cytotoxicity. KKLEB CF airway cells viability, ATPlite luminescence, overnight; stronger effect = lower value; cells stimulated with P. aeruginosa culture filtrate. activity change (cytotoxicity), % at 5 µM. 0.36% of 360,000 active. AID 602141;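 active = corrected activity change at or below -50% at 5 µM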
# HIF-2a block: inhibitors of HIF-2a. inhibition, % at 18.8 µM. 0.72% of 360,000 active. AID 624352. 786-0 RCC cells HIF-2a reporter, luciferase luminescence, overnight;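 active = inhibition of the luminescence signal of 40% or more relative to plate controls, in a single-dose primary screen at 18.75 µM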
# * = called active by the depositor; . = not tested or not shown.
SMILES,Peg3 prom inh,CF NFkB inh,NR2E3 ag-1,hiPSC survival,TRPM1 prom inh,TWEAK-Fn14 inh,Shn3 3UTR inh,aDG glyco up,NR2E3 ag-2,KKLEB cytotox,HIF-2a block
Cc1cnc(CNC(=O)C2(C)CCCN2CC(C)C)cn1 (stereo not drawn),-2,0,.,-1.5,.,1,-14,-0.1,23,0,-9
CCc1nnc(NS(=O)(=O)c2ccc(NC(=O)/C=C/c3ccccc3Cl)cc2)s1,13,0,-5,2.5,-5,15,10,0.1,11,1,2
Cc1ccc(C(=O)Nc2ccc3c(c2)nc(CCNC(=O)c2ccco2)n3C)cc1,-227,3,0,-0.7,-60,-48,-48,-0.1,-73,7,-216
Cc1nnc(N/N=C\c2ccc(-c3cccc(C(=O)O)c3)o2)n1N,3,-22,-6,3.9,21,-17,0,1.2,-50,8,6
O=c1[nH]cnc2c1ncn2[C@H]1CC[C@@H](CO)O1,3,7,0,1.4,6,6,0,0.0,-11,-19,-6
Cc1cc(C)c2c(-n3cccc3)n[nH]c2n1,-11,-4,-2,-2.7,-6,-15,-4,0.0,5,11,-2
O=C1C=C(c2cccc(Cl)c2O)C[C@@H](c2ccc(Cl)cc2)C1,6,22,0,1.2,2,0,-12,0.4,25,16,14
CCOC(=O)C1CCCN(C(=O)c2cccc3ccccc23)C1 (stereo not drawn),-6,0,0,0.6,6,14,17,0.0,-9,1,4
COCCCNC(=O)c1cc2c(s1)CS(=O)(=O)C2,15,7,1,0.9,-8,-14,0,-0.2,-10,-8,9
N#CC1(C#N)CC(C=O)=C(N)C1(C#N)CC(=O)C12CC3CC(CC(C3)C1)C2 (stereo not drawn),49,82*,2,-1.2,30,87*,0,0.0,-34,-55*,27
CC1(C)CC(=O)c2c(noc2-c2ccccc2)C1,-40,8,3,-3.2,-15,-4,-9,-0.2,2,-3,-57
COc1ccc(NC(=O)CSCC(=O)Nc2ccc(S(=O)(=O)N3CCCC3)cc2)cc1,5,12,-2,-0.1,8,8,-26,-0.2,-46,5,19
O=C(COc1ncnc2cc(Cl)ccc12)c1ccccc1,-58,-3,-1,-0.3,-27,-17,-27,0.3,2,1,-123
OC(c1ccc(F)c(F)c1)c1nc(-c2ccncc2)cs1 (stereo not drawn),8,-13,.,3.1,.,1,55,0.6,28,0,8
CN(CC(=O)Nc1ccc(F)cc1)C(=O)CSc1nnc(Cc2ccccc2)o1,6,-29,.,0.2,13,0,4,-0.2,-4,12,9

# Some of these compounds in order of molar mass, descending.
SMILES,Peg3 prom inh,CF NFkB inh,NR2E3 ag-1,hiPSC survival,TRPM1 prom inh,TWEAK-Fn14 inh,Shn3 3UTR inh,aDG glyco up,NR2E3 ag-2,KKLEB cytotox,HIF-2a block
CCc1nnc(NS(=O)(=O)c2ccc(NC(=O)/C=C/c3ccccc3Cl)cc2)s1,13,0,-5,2.5,-5,15,10,0.1,11,1,2
N#CC1(C#N)CC(C=O)=C(N)C1(C#N)CC(=O)C12CC3CC(CC(C3)C1)C2 (stereo not drawn),49,82*,2,-1.2,30,87*,0,0.0,-34,-55*,27
OC(c1ccc(F)c(F)c1)c1nc(-c2ccncc2)cs1 (stereo not drawn),8,-13,.,3.1,.,1,55,0.6,28,0,8
Cc1cc(C)c2c(-n3cccc3)n[nH]c2n1,-11,-4,-2,-2.7,-6,-15,-4,0.0,5,11,-2

# Other results:
SMILES,Peg3 prom inh,CF NFkB inh,NR2E3 ag-1,hiPSC survival,TRPM1 prom inh,TWEAK-Fn14 inh,Shn3 3UTR inh,aDG glyco up,NR2E3 ag-2,KKLEB cytotox,HIF-2a block
COc1ccc(C2CC(c3ccco3)n3ncnc3N2)cc1 (stereo not drawn),-2,-5,3,-4.8,1,-10,6,-0.1,8,-3,2
COCCNC(=O)c1ccc(NC(C)=O)cc1,-8,-22,2,2.4,-8,-8,17,-0.2,-3,7,9
CCOC(=O)c1c(C)nc2sc(C(=O)Nc3ccc(C(C)=O)cc3)c(N)c2c1-c1ccc(OC)cc1,39,7,4,7.0,4,0,-3,1.0,11,-9,0
CC(C)(CNC(=O)CNC(=O)c1ccccc1F)N1CCOCC1,-3,11,3,-0.2,-4,1,1,0.0,-11,-4,5
CCOc1ccc(S(=O)(=O)N2CCN=C2Cc2ccccc2)cc1C,13,-1,0,-0.5,0,-1,2,0.4,14,13,15
CSc1ccc(CN2CCC2(C)C(=O)NCc2cccc(C(F)(F)F)c2)cc1 (stereo not drawn),20,19,.,-1.3,.,-14,6,0.0,-18,-5,9
Clc1ccccc1Cc1noc(CN2CCCCC2CCc2ccccn2)n1 (stereo not drawn),8,0,6,-1.2,3,-18,21,0.5,11,2,27
CC(=O)Nc1cccc(NC(=O)c2ccco2)c1,-17,-22,-1,-1.4,12,9,-3,0.0,-20,6,9
Cc1ccc(-n2nc(C)c(C(=O)Nc3cccc(C(=O)NC4CC4)c3)n2)c(C)c1,21,15,-2,1.4,-3,9,-5,0.2,-23,-3,0
COc1ccc2cc(S(=O)(=O)N3CCOCC3)ccc2c1,0,1,1,-0.8,13,-8,0,-0.2,0,6,-7
CC(Sc1nnc(N)s1)C(=O)NNC(=O)c1cccc(Cl)c1 (stereo not drawn),1,10,.,0.0,2,12,8,0.4,-13,9,7
CN1CCC(=O)N([C@H](CSc2ccc(Br)cc2)c2ccccc2)CC1,-321,18,-4,-2.2,-69,9,-78,0.0,-53,1,-232
Cc1ccccc1Nc1nc(N)nc(-c2oc3ccccc3c2C)n1,-234,-10,-2,0.3,-85,-19,-52,-0.1,-83,3,-355
C=CCNC(=S)N(Cc1ccccc1)Cc1ccccc1,16,-1,2,1.3,0,8,21,0.1,7,-7,20
C=C(C)[C@@H]1CC=C(CO)CC1,2,-1,.,2.9,0,-8,-23,0.3,4,12,-7
CC(=O)C1=C(C)Nc2ncnn2C1c1ccccc1Cl (stereo not drawn),10,-14,0,0.8,5,21,-5,-0.1,-4,10,11
N#Cc1ccccc1OCC(=O)Nc1cc(S(=O)(=O)N2CCCCC2)ccc1N1CCOCC1,3,31,.,0.1,-1,3,41,-0.2,-11,-1,2
O=C(CC1C(=O)NCCN1Cc1cccc(F)c1)NC1CCC1 (stereo not drawn),6,-9,-1,-0.5,14,1,-2,0.0,-2,-18,5
O=C(c1cc2ccccc2o1)N1CCN(S(=O)(=O)c2c(F)cccc2F)CC1,2,-3,4,-0.5,.,-9,-7,-0.1,15,1,3
CN(C)S(=O)(=O)c1ccc(NC(=O)/C=C/c2ccccc2Cl)cc1,-46,-36,0,-1.1,-36,-15,0,-0.3,10,4,-103
CCc1ccc(OCC(=O)Nc2ccc(-c3nc4ccccc4o3)c(O)c2)cc1,-104,32,0,2.5,-16,-2,14,-0.2,-34,-20,2
O=S(=O)(NCCCCCNS(=O)(=O)c1c(F)cccc1F)c1ccc2c(c1)OCCO2,11,-23,-2,-3.0,-4,18,2,0.3,-6,-3,-1
CCC(c1nnnn1Cc1ccco1)N(Cc1cc2cc(C)cc(C)c2[nH]c1=O)CC1CCCO1 (stereo not drawn),0,-1,4,-0.4,16,21,4,0.0,-13,3,16
Cc1cc(C(=O)N2CCc3ccccc3C2)on1,-14,-12,1,-1.2,.,1,-3,-0.1,-17,8,-23
COc1cc2cc(CN(Cc3cccs3)C(=S)Nc3ccccc3)c(=O)[nH]c2cc1OC,48,-23,-1,1.4,-9,29,11,-0.3,4,14,32
CCCc1nc2ccccc2[nH]1,6,15,-2,0.7,-3,8,6,0.1,-4,-16,0
CC(C)C(=O)N1CCC1(C)C(=O)Nc1cccc(Oc2ccccc2)c1 (stereo not drawn),-7,-6,.,-0.3,.,5,-1,0.0,-43,3,-15
O=S(=O)(NCc1ccc2c(c1)OCO2)c1cccc(F)c1,1,7,.,-0.3,7,-4,12,0.3,-20,3,4
CC(C(=O)O)n1nnc2ccccc21 (stereo not drawn),8,-6,0,1.0,-10,2,-23,-0.1,-5,9,14
CCOC(=O)c1nn(-c2ccc(F)cc2)c(=O)cc1OCC(=O)Nc1cccc(C)c1,9,32,2,-0.5,-4,-28,2,-0.1,20,-10,-2
COC(=O)N/N=C/c1cn(Cc2ccccc2Cl)c2ccccc12,16,6,-4,0.4,-1,39,50,0.9,-19,-2,26
C/C(=N\Nc1ccc(C)c(Cl)c1)c1ccncc1,-197,6,0,0.7,-33,-6,-44,0.1,-57,-6,-83
COc1ccc(C(=O)NC(C)C2CC3CCC2C3)cc1 (stereo not drawn),-51,-19,-2,-0.5,-7,5,3,-0.1,-26,-18,-67
O=C(N/N=C/c1ccncc1)c1cccc(NC(=O)c2ccccc2Cl)c1,14,10,1,1.6,-2,22,-12,-0.1,7,-8,4
COc1ccc(Nc2nc(C)cc(-c3cc(-c4ccccc4)on3)n2)cc1,3,0,-2,-0.8,-16,-15,-12,0.0,-2,-20,-65
CCc1ccc(-c2nc(CCl)cs2)cc1,-177,-1,-2,-0.7,-25,-4,-78,0.1,-101,-1,-192
O=C(COC(=O)c1cc(S(=O)(=O)N2CCCCC2)ccc1N1CCOCC1)NC1CCS(=O)(=O)C1 (stereo not drawn),33,-13,0,0.8,3,3,-86,-0.2,4,12,2
CC1CCCCN1CCCNC(=O)C1CCCN(c2ncnc3c2nc2n3CCCCC2)C1 (stereo not drawn),-7,13,3,-0.5,-13,-14,-18,-0.1,-14,10,11
CCN(CC)S(=O)(=O)c1cccc(C(=O)OCc2cc(=O)n3nc(C)sc3n2)c1,8,-10,4,1.0,6,8,-21,1.7,8,-7,20
Cc1ccsc1C(=O)Nc1nccs1,-98,-5,-69,-0.4,-13,19,-8,0.0,-7,21,-109
O=C(Nc1cccnc1)c1ccc(N2CCCC2)c([N+](=O)[O-])c1,-130,-33,-5,-2.5,-47,-39,-27,1.3,-19,8,-194
COc1cc2c(C(=O)NCc3ccccn3)cn(CC(C)C)c(=O)c2cc1OC,9,-6,2,0.4,7,3,-1,0.1,-17,-4,10
CCN(CC(=O)NCc1cccs1)C(=O)CCc1c[nH]c2ccccc12,5,0,-3,0.9,3,-35,4,-0.2,7,-7,2
COc1cc(/C=C2\SC(=S)N(NS(=O)(=O)c3ccccc3)C2=O)cc(OC)c1OC,16,-31,-4,0.0,18,-19,6,-0.2,-15,20,29
Cc1oc(-c2ccccc2Cl)nc1CN(C)C(C)c1ccon1 (stereo not drawn),-20,5,2,1.0,-8,-6,23,-0.2,-9,11,-77
Cc1ccc(N2C(=O)CC(Sc3ccccc3C(=O)O)C2=O)c([N+](=O)[O-])c1 (stereo not drawn),8,4,2,-2.7,3,-34,-2,-0.2,3,28,10
CCc1ccc(Nc2ccc(C(N)=O)cc2[N+](=O)[O-])cc1,-30,21,4,0.2,-1,-18,22,1.0,-31,-10,-46
Cn1c(COc2ccc(C(=O)O)cc2)nc2ccccc21,0,-6,0,-0.6,15,-1,-4,-0.1,10,7,4
Cc1cc(OCC(=O)N(C)C)c2c(-c3ccccc3)cc(=O)oc2c1,19,-6,-2,1.7,6,-1,12,-0.2,5,6,-1

# High-throughput results: PubChem, several laboratories
